APE1 inh: qHTS Assay for Inhibitors of the Human Apurinic/apyrimidinic Endonuclease 1 (APE1) | AID 2517, 2012 | DNA repair nuclease/redox regulator APEX1 (Homo sapiens), P27695 | 0.35% of 350,000 active | recombinant APE1, TAMRA/BHQ-2 abasic DNA cleavage fluorescence | Potency, µM (doses to about 65.8 µM), for the others: top-dose activity change, negative = inhibition, actives largely listed as inhibitors;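 also: plate controls were vehicle for no effect and reference inhibitor for full effect; nearly all actives have a fitted effect of over 55% in size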
Target sequence (P27695 whole entry, looked up): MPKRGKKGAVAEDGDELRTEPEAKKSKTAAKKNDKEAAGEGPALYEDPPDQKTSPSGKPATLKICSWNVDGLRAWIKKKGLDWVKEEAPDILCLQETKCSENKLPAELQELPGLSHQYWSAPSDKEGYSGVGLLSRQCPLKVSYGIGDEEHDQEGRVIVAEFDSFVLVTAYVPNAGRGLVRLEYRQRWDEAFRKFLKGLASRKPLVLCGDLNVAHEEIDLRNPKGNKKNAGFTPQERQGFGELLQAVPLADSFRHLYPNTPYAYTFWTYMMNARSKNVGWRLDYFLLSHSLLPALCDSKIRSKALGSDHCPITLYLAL
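Endonuclease cleavage of a quenched abasic-site DNA duplex (50 nM) by APE1 (0.75 nM) was tracked by TAMRA dequenching. Compounds were preincubated with enzyme 15 min at room temperature; data normalized to buffer-only and DMSO wells plus NSC13755 control.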
Pol kappa inh: qHTS for Inhibitors of Polymerase Kappa. DNA polymerase kappa (Homo sapiens), Q9UBT6. purified Pol kappa, fluorescent DNA synthesis assay, 10 min. 0.53% of 400,000 active. AID 588579, 2011. Potency, µM (doses to about 107 µM), inactives show at the top dose activity, negative = inhibition, usual class: inhibitors; also: % is scaled to controls: 0 for no effect and ±100 for the full control effect
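Readout: fluorescence, taken kinetically at 0 and 10 min. Conditions: 10 nM Pol kappa, 15 min RT compound preincubation, 50 nM substrate final. Controls: enzyme-free buffer wells.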
POLI inh: qHTS for Inhibitors of Polymerase Iota. Pol iota fluorescent replication assay, 10 min. 1% of 390,000 active. Potency, µM (titrated, usually from 115 µM), inactives show at the highest dose activity, negative = inhibition, most hits filed as inhibitors. DNA polymerase iota (Homo sapiens), Q9UNA4. AID 588590, 2011
Target sequence (Q9UNA4 whole entry, looked up): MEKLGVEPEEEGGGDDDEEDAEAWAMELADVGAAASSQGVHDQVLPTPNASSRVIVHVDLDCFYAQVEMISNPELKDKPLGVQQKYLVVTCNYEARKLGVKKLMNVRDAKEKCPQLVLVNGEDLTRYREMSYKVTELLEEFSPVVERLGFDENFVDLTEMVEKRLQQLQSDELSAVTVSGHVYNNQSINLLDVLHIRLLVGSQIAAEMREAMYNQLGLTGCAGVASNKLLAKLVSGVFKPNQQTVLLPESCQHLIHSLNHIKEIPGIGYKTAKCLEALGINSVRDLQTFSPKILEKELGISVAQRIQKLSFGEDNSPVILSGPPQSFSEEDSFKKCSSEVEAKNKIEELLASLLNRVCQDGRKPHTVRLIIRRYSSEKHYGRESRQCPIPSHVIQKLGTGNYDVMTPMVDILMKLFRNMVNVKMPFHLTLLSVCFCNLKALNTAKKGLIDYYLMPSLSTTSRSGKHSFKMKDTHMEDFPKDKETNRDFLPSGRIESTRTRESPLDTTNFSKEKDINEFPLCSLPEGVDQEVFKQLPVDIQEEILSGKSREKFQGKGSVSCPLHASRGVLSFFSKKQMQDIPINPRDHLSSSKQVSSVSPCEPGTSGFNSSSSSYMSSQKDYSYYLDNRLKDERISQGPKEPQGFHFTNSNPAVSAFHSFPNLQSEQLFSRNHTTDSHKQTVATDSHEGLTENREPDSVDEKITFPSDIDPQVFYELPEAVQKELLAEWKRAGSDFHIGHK
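Pol iota at 10 nM preincubated 15 min with compounds at room temperature; reaction started with fluorescent substrate, 50 nM final. Fluorescence read kinetically at 0 and 10 min; buffer-only wells as negative control.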
BAZ2B inh: qHTS Assay for Inhibitors of BAZ2B | AlphaScreen BAZ2B-H3K14Ac peptide displacement | Potency, µM (titrated, usually from 114 µM), for the others: at the top dose activity change, negative = inhibition, actives largely listed as inhibitors | 4.4% of 360,000 active | AID 504333, 2011; also: % is scaled to controls: 0 for no effect and ±100 for the full control effect; nearly all actives have a fitted effect of over 60% in size
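Complex of BAZ2B and biotin-H3K14Ac (50 nM apiece) forms over 30 min at RT, then faces library compounds up to 110 uM for another 30 min; AlphaScreen beads added, 20 min dark incubation, luminescence read.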
BLM inh: qHTS Assay for Inhibitors of Bloom's syndrome helicase (BLM) | recombinant BLM DNA unwinding, fluorescence dequenching | Potency, µM (highest dose often 56.1 µM), without a hit: top-dose activity change, negative = inhibition, usual class: inhibitors | 0.2% of 350,000 active;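 also: plate controls were vehicle for no effect and no enzyme for full effect; nearly all actives have a fitted effect of over 35% in size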
Pol eta inh: qHTS for Inhibitors of Polymerase Eta. recombinant Pol eta, fluorescent DNA replication assay. Potency, µM (series often up to 114 µM), inactives show top-dose activity change, negative = inhibition, usual class: inhibitors. AID 588591, 2011. 1.2% of 390,000 active; also: % is scaled to controls: 0 for no effect and ±100 for the full control effect
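Pol eta at 10 nM preincubated with compounds 15 min at room temperature; reaction started with fluorescent substrate (50 nM final) and read kinetically at 0 and 10 min.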
G9a inh: qHTS Assay for Inhibitors of Histone Lysine Methyltransferase G9a; Histone-lysine N-methyltransferase EHMT2 (Homo sapiens), Q96KQ7; G9a H3K9 monomethylation, AlphaScreen, 2 h; 8.8% of 350,000 active; Potency, µM (titrated, usually from 102 µM), for the others: top-dose activity, negative = inhibition, actives largely listed as inhibitors; AID 504332, 2011; also: % is scaled to controls: 0 for no effect and ±100 for the full control effect; nearly all actives have a fitted effect of over 75% in size
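G9a (20 nM) was preincubated 15 min with compound, then reacted 2 h at room temperature with 500 nM biotin-H3K9 peptide and 20 µM SAM. Monomethyl-H3K9 detected by AlphaScreen using anti-H3K9me1 antibody.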
JMJD2A Tudor inh: qHTS Assay for Inhibitors of JMJD2A-Tudor Domain; 4.4% of 390,000 active; Potency, µM (highest dose often 114 µM), for the others: top-dose activity change, negative = inhibition, hits mostly inhibitors; AlphaScreen JMJD2A-Tudor / H3K4me3 peptide binding; AID 504339, 2011; Lysine-specific demethylase 4A (Homo sapiens), O75164; also: % is scaled to controls: 0 for no effect and ±100 for the full control effect; nearly all actives have a fitted effect of over 50% in size
Pol beta inh: qHTS Assay for Inhibitors of DNA Polymerase Beta. P06746. Potency, µM (highest dose often 114 µM), inactives show top-dose activity change, negative = inhibition, actives largely listed as inhibitors. Pol beta primer extension/strand displacement, fluorescence kinetic. AID 485314, 2010. 1.3% of 340,000 active; also: % is scaled to controls: 0 for no effect and ±100 for the full control effect
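Enzyme-only controls used 10 nM Pol beta; buffer lacking enzyme served as negative control. Compound preincubated 15 min, then 50 nM substrate added; 0 and 10 min reads at room temperature.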
Starred values were filed as active, the others as inactive; ? = inconclusive; . = no result given; & = joins results of further samples; [ ] = dose if it differs, or a comment. Calls follow the shape of the dose curve; as a rule, active = well fitted curve in the direction sought with a large enough effect; inconclusive = small, poorly fitted or top-dose-only effect, or another doubt; inactive = no such curve, though single readings can be large; an effect the other way counts as inactive or inconclusive. Potency is read from the fitted curve at half-maximal effect. Some of the compounds tested (hit frequency here may not be typical).

Results follow in this order: APE1 inh | Pol kappa inh | POLI inh | BAZ2B inh | BLM inh | Pol eta inh | G9a inh | JMJD2A Tudor inh | Pol beta inh
Cc1c(Cl)cccc1NC(=O)CCN1CCC(C(N)=O)CC1
    0% | 3% | 5% | 6% | -4% | -14% | 10% | 7% | -2%
COc1ccccc1NC(=O)c1c(NC(=O)c2ccco2)sc2c1CCC(C(C)(C)C)C2 (stereo not given)
    . | 5% | 6% | 4% | -5% | -17% | -6%[59 µM] | -13% | 22%
COc1ccc(-c2ccc(=O)n(CC(=O)Nc3nnc(C(C)C)s3)n2)cc1OC
    6% | -9% | 24% | 9% | -1% | -14% | -8%[59 µM] | -7% | 9%
O=c1c2c3c(sc2nc2n1CCCCC2)C(O)CCC3 (stereo not given)
    1% | 1% | 116%[activator] | -2% | -3% | -13% | . | -11% | ?
Cc1cc(NC(=O)C2=C(O)c3ccccc3S(=O)(=O)N2C)no1
    5% | 14% | 47%[activator] | 3% | -2% | -7% | 16%[21.5 µM] | -3% | 1%
CCNc1nc(C)nc2c1oc1ccccc12
    3% | -24% | ? | . | 1% | 4% | ? | -21% | 3%
O=C(O)c1ccc(NC(=O)[C@H](Cc2ccc(O)cc2)NC(=O)c2ccccc2)cc1
    -6% | 10%&-10%[60.1 µM] | . | . | -5%&7% | . | 15%[59 µM] | . | .
O=C(Oc1c(Cl)cc(Cl)c2cccnc12)N1CCOCC1
    -4% | -13% | 9% | 8% | -1% | 2% | 4%[12.7 µM] | -9% | 14%
CSc1sccc1/C=N/O
    3% | 0% | 134%[activator] | -8% | -1% | -4% | 35% | 10% | -1%
Cc1ccc(NS(=O)(=O)c2ccc(Cl)c(C(=O)Nc3ccccc3-c3nc4ccccc4[nH]3)c2)cc1C
    -7% | -14% | -16% | -31% | -11% | -17% | -6%[59 µM] | ? | -4%
COC(=O)C(C(=O)OC)c1ncc(C(F)(F)F)cc1Cl
    -6% | -3% | 24% | -18% | -2% | -23% | -9% | -7% | 7%
COC(=O)C(C)Oc1ccc(-c2nccc(-c3ccc(F)cc3)n2)cc1 (stereo not given)
    7% | -9%[60.1 µM] | 21% | 22% | -13% | -17% | 89%[activator] | 56%[activator] | 2%
COc1cc(C(=O)N/C(=C\c2cn(C)c3ccccc23)C(=O)NCCCO)cc(OC)c1OC
    -5% | -8% | -12% | ? | -3% | -2% | 24% | 5% | -7%
CCCCCn1c(=O)[nH]c2cc(C(=O)NCCN(C)CCCC)ccc2c1=O
    . | -1% | 5% | -1% | -6% | -20% | -2%[59 µM] | -6% | -2%
COc1ccccc1NC(=O)C(=O)NCC(c1ccc2c(c1)OCO2)N1CCOCC1 (stereo not given)
    . | -7%[60.1 µM] | 19% | -3% | 0% | -14% | 7%[59 µM] | ? | 14%
N#Cc1c(-c2ccncc2)c2c([nH]c1=O)-c1ccccc1OC2
    -2% | . | . | 2% | -1% | . | -28% | . | 2%
CCOc1ccccc1CNC(=O)C1CCN(C(=O)N2CC(C)Oc3ccc(C)cc32)CC1 (stereo not given)
    18% | -7% | 16% | 1% | -6% | -11% | 16% | -24% | 4%
COc1ccc(S(=O)(=O)N(C)c2ccc(C(=O)NCc3ccncc3)cc2)cc1
    21% | -2% | 16% | -20% | -7% | -10% | 19% | -15% | 31%
O=c1[nH]c2ccccc2nc1CCc1ccccc1
    10% | -7% | 155%[activator] | -1% | -3% | -20% | 1% | -9% | -11%
COC(=O)CSc1nc(COc2ccccc2)nc2ccccc12
    -12% | -11% | 4% | 28% | -2% | -7% | 106%[activator] | 29% | 18%
Cc1c(NC(=O)C2CCCN2C(=O)c2cccs2)c(=O)n(-c2ccccc2)n1C (stereo not given)
    -4% | 3% | 7% | 1% | 0% | 5% | ? | -9% | 36%
Cc1ccc(C(=O)c2c3ccc(N)cc3nn2CCC(N)=O)cc1
    36% | 13% | ? | ? | -3% | -9% | 45µM* | ? | 2%
CC(C)(C)n1nnnc1C(c1ccc(Cl)cc1)N1CCCc2ccccc21 (stereo not given)
    -2% | 3% | 9% | -20% | -1% | -14% | ? | -15%[57.1 µM] | -12%
CN(C)S(=O)(=O)N(CC(=O)NCCSCc1cccc(Cl)c1)c1ccccc1
    . | 2% | 33%[activator] | 1% | -6% | ? | 3%[59 µM] | 5% | -21%
CCOC(=O)C(NCCCCl)c1ccccc1 (stereo not given)
    3% | -11% | 4% | -32% | 2% | -14% | -40% | -18% | -15%
Cc1ccc(/C=C/c2nc3ccccc3n2S(=O)(=O)c2ccc(Br)cc2)cc1
    . | -8%[60.1 µM] | -3% | -1% | -5% | 1% | -3%[59 µM] | -7% | -8%
Cc1ccc(N2CCN(S(=O)(=O)c3cc(Br)cc4c3N(C(=O)C3CC3)CC4)CC2C)cc1 (stereo not given)
    . | -2% | 5% | -15% | -2% | -16% | -1%[59 µM] | -5% | 3%
CCCCCCCNC(=O)C1(CC2CC(c3ccccc3)=NO2)CCN(C(=O)c2ccccc2)CC1 (stereo not given)
    -8% | 1% | 37%[activator] | 2% | . | -28% | 12%[2.33 µM] | ? | .
Cc1ccc(Cl)cc1N1CCN(C(=O)c2cn(C)c3ccc(S(=O)(=O)N4CCCC4)cc3c2=O)CC1
    . | -16% | 12% | . | -9% | -7% | -8%[59 µM] | -30% | -21%
CCOc1cccc2sc(=NC(=O)CCS(=O)(=O)c3ccccc3)n(CC)c12
    7% | 1% | 29% | -14% | -8% | -7% | 45% | -12% | 0%

Full records, quoted from the list:
`COc1ccccc1NC(=O)C(=O)NCC(c1ccc2c(c1)OCO2)N1CCOCC1` (stereo not given) in the list: APE1 inh: .; Pol kappa inh: -7%[60.1 µM]; POLI inh: 19%; BAZ2B inh: -3%; BLM inh: 0%; Pol eta inh: -14%; G9a inh: 7%[59 µM]; JMJD2A Tudor inh: ?; Pol beta inh: 14%
`COC(=O)C(C)Oc1ccc(-c2nccc(-c3ccc(F)cc3)n2)cc1` (stereo not given) in the list: APE1 inh: 7%; Pol kappa inh: -9%[60.1 µM]; POLI inh: 21%; BAZ2B inh: 22%; BLM inh: -13%; Pol eta inh: -17%; G9a inh: 89%[activator]; JMJD2A Tudor inh: 56%[activator]; Pol beta inh: 2%

Carrying on:
Results follow in this order: APE1 inh | Pol kappa inh | POLI inh | BAZ2B inh | BLM inh | Pol eta inh | G9a inh | JMJD2A Tudor inh | Pol beta inh
CCCOC1(NC(=O)c2ccccc2)C(C)=CC(=O)C=C1C
    12% | 5% | 6% | -6% | 3% | -13% | 12%[12.7 µM] | ? | 4%
Cc1ccc(S(=O)(=O)N2CCCCC2)cc1NC(=O)C1=NN(c2ccccc2)C(=O)CC1
    43% | 1% | -19% | -26% | . | -7% | 8%[2.33 µM] | -28% | .
CC(C)C(=O)Nc1ccc2nc(SCC(=O)N3CCc4ccccc43)sc2c1
    . | -11% | 10% | -4% | -3% | -3% | -5%[59 µM] | -23% | 6%
COc1ccc(C(=O)Nc2nc(N)n(-c3ccccc3)n2)cc1OC
    -1% | -6% | 23% | ? | -1% | -12% | 35% | -26% | 18%
CCCN1CCc2c(sc3nc(SC)n(-c4ccccc4)c(=O)c23)C1
    -5% | -5% | 27% | -5% | 3% | 2% | ? | -21% | -22%
O=C(Cc1cc(=O)[nH]c(=O)[nH]1)NCCN1CCOCC1
    8% | -4% | -4% | 9% | 6% | -9% | ? | 2% | 37%
Cc1ccc(OC(=O)C(C)c2cccc(C(=O)c3ccccc3)c2)cc1 (stereo not given)
    0% | -12% | -17% | 53%[activator][57.1 µM] | -10% | -7% | 149%[activator] | 69%[activator] | 0%
Cc1ccc(S(=O)(=O)c2cn(CC(=O)Nc3ccc4c(c3)OCO4)c3ccccc3c2=O)cc1C
    . | -28% | 17% | -16% | -8% | -2% | ? | -15% | 4%
CC(C)CN(C(=O)c1cccs1)C1CCS(=O)(=O)C1 (stereo not given)
    0% | 13% | 2% | -5% | . | -17% | -4% | -4% | .
CCN1CCN(Cc2c(O)ccc3c(=O)c(Oc4ccccc4Cl)c(C(F)(F)F)oc23)CC1
    . | 3% | 3% | -1% | 0% | -4% | 5%[59 µM] | -3% | 0%
C/C(Nc1ccc(Cl)cc1)=C1/CCOC1=O
    . | -27% | 23% | . | . | -18% | . | -10% | .
COc1ccc(/C=N/NC(=O)CN(C)C(=O)OCc2ccccc2)cc1OC
    12%[12.4 µM] | -11% | 129%[activator] | 2% | 2% | -1% | 21%[59 µM] | -9% | 5%
O=C(COc1cc2oc(=O)c3c(c2cc1Cl)CCCC3)NCC1CCC(C(=O)O)CC1 (stereo not given)
    37% | 16% | 2% | -23% | -1% | -5% | 1% | -9% | 1%
Cc1ccc2c(c1)[nH]c1c(=O)n(Cc3ccccn3)cnc12
    2% | -6% | 9% | -20% | -1% | -4% | 36% | -2% | 2%
COc1ccccc1-n1c(=O)c2c3c(sc2n(Cc2ccccc2F)c1=O)CN(C(C)=O)CC3
    . | -1%[60.1 µM] | 16% | 4% | 1% | -18% | -4%[59 µM] | -17% | 6%
O=C(COc1ccccc1[N+](=O)[O-])Nc1cccc(Cl)c1N1CCOCC1
    12% | -11% | 13% | -36% | -9% | -21% | 6% | ? | 5%
Cc1ccc(C)c(Cn2c(=O)cc(C)c3c(C)nn(-c4cccc(F)c4)c32)c1
    . | 0% | -22% | -20% | -3% | 1% | 7%[59 µM] | 2% | 5%
CCOc1ccc2nc(N3CCC(C(=O)NCCCN4CCOCC4)CC3)sc2c1
    0% | -11% | 30%[activator] | -18% | -4% | 2% | -27% | -10% | 14%
O=C(NCC(c1ccc(F)cc1)N1CCOCC1)c1ccc(C(=O)c2ccccc2)cc1 (stereo not given)
    2% | -21% | 33%[activator] | -23% | -2% | -3% | ? | -23% | 16%
COc1cc(OC)cc(-c2nc3n(n2)C(c2ccccc2)C(C(N)=O)=C(C)N3)c1 (stereo not given)
    . | 9% | 21% | -2% | -2% | -15% | 21%[59 µM] | -7% | 24%
CNC(=O)c1cn(-c2ccccc2)c(=O)c2ccccc12
    -1% | -5% | -7% | 2% | 2% | -3% | -6%[59 µM] | -13% | 6%

From PubChem BioAssay
